# Growth percent in the NCI-60 one-dose screen (48 h, 10 µM unless noted): 100 = growth as untreated, 0 = no growth, -100 = all killed.
# U251 = U251 CNS tumor cells; 5.4% of 80,000 active; AID 1794753
# SNB-19 = SNB-19 CNS cancer cells; 2.5% of 81,000 active; AID 1794751
# SF-539 = SF-539 CNS cancer; 6.8% of 81,000 active; AID 1794752
# SF-268 = SF-268 CNS cancer cells; AID 1794759; 3.1% of 82,000 active
# OVCAR-8 = OVCAR-8 ovarian cancer; 4.4% of 81,000 active
# DU-145 = DU-145 prostate cancer. 4.2% of 81,000 active. AID 1794760
# SF-295 = SF-295 CNS cancer cells | AID 1794758 | 5.6% of 79,000 active
# OVCAR-3 = OVCAR-3 ovarian cancer. 7% of 79,000 active
# PC-3 = PC-3 prostate cancer cells. 3.9% of 80,000 active
# The depositor's hits bear a star; . = no result given. Rule for the calls: active = growth percent below 10; inactive = the rest. Rows are unselected, and some 10% of all compounds hit somewhere here.
SMILES,U251,SNB-19,SF-539,SF-268,OVCAR-8,DU-145,SF-295,OVCAR-3,PC-3
O=C1/C(=C/c2cc(Cl)cc(Cl)c2)Cc2c(F)cc(Br)cc21,103,101,103,105,114,110,101,79,106
C=CCOCC(O)CN(CCCC)CCCC (configuration not stated),106,99,100,106,96,143,117,106,120
CN(C)c1ccc(/C=C(\C#N)c2cc3ccccc3[nH]2)cc1,17,30,6.1*,40,26,24,9.0*,8.4*,28
COc1cc(OC)cc(C(=O)C[n+]2cccc3c4ccccc4ccc32)c1,91,88,86,86,81,94,65,70,75
C=C(C)[C@@H]1CC[C@]2(C(=O)NCCCCNC(=O)C(Cl)Cl)CC[C@]3(C)[C@H](CC[C@@H]4[C@@]5(C)CC[C@H](OC(C)=O)C(C)(C)[C@@H]5CC[C@]43C)[C@@H]12,61,85,88,64,72,64,75,60,42
COc1nc(OC)nc(-c2cc(-c3ccc(OC)c(F)c3)no2)n1,.,98,107,108,104,105,100,111,95
CCOC(=O)NCn1c(=O)[nH]c2ccccc2c1=O,92,84,89,88,95,96,87,99,81
Cc1c(C(N)=O)sc2nc(SCC(=O)N3NC(=O)C(Cc4ccccc4)C3=O)n(Cc3ccccc3)c(=O)c12 (configuration not stated),94,91,103,106,101,114,79,114,102
COc1ccc([C@H]2c3[nH]c4ccccc4c3C[C@H]3C(=O)N(CCCCCCC(=O)NO)CC(=O)N23)cc1,30,48,38,70,30,24,35,34,12
c1cc2ccc3cc2cc1CNCCNCCNCc1ccc2ccc(cc2c1)CNCCNCCNC3,101,99,97,101,92,80,101,102,100
COc1ccc2c(c1)C=C1CCCCC3=Cc4cc(OC)ccc4OC13O2,103,103,102,101,103,114,102,108,102
COc1ccc(C(=O)c2ccccc2OC)cc1,96,95,110,97,93,104,101,110,92
Nc1nc2c(N=Nc3ccc(Br)cc3)c(N)nn2c(-c2ccc(Cl)cc2)c1-c1nc2ccccc2s1,102,84,92,96,100,102,104,112,98
O=C(c1ccccc1)c1cccs1,97,103,96,107,97,114,104,112,95
C[C@@H](NC(=O)[C@@H](CC(=O)N1CCC(N2CCCCC2)CC1)N1C(=O)[C@@H](N2C(=O)OC[C@@H]2c2ccccc2)[C@H]1/C=C/c1ccccc1)c1ccccc1,83,93,97,92,95,107,98,100,66
C=C1CC[C@@H]2[C@](C)(COC(C)=O)[C@H](OC(C)=O)CC[C@@]2(C)[C@@H]1CC(Nc1ccc(S(=O)(=O)Nc2ccc(Cl)nn2)cc1)C1=CCOC1=O (some centres not stated),-41*,76,.,43,17,40,93,-56*,38
Cc1ccc(CN2C(=O)C3(NCCc4cc(O)ccc43)c3ccccc32)cc1 (configuration not stated),97,95,96,95,105,101,105,98,87
O=C(Nc1ccccc1)OCC1OCOC(COC(=O)Nc2ccccc2)C1OC(=O)Nc1ccccc1 (configuration not stated),75,73,72,40,32,44,90,29,64
CCOC(=O)C1=C(CSc2nc3ccccc3[nH]2)N(C)C(=O)NC1c1ccccc1 (configuration not stated),105,99,101,97,98,105,94,100,92
COc1ccc(Cn2cc3c(c2-c2cc(OC)c(OC)c(OC)c2)CCc2cnoc2-3)cc1[N+](=O)[O-],40,43,-10*,48,49,10,-15*,-24*,28
O=C1/C(=C/c2ccc(Cl)cc2)N=C(c2ccccc2)N1CCc1cccs1,44,64,40,75,36,48,51,80,59
CCOC(=O)c1cc(-c2ccc(OC)cc2)nc2ccccc12,86,91,90,89,99,92,99,104,89
CN(C)NCC(O)COc1ccc(Cl)cc1 (configuration not stated),.,99,108,100,106,100,108,99,103
COc1ccc(OC)c(/C=C/C(=O)c2cc(C(=O)c3ccc(Br)cc3)n3ccc(C)cc23)c1,93,91,89,96,95,98,94,89,73
Cn1c2ccccc2c2c3c(c4c5cc(Br)ccc5n(C)c4c21)C(=O)N(O)C3=O,3.1*,16,-28*,-0.7*,25,-51*,26,6.4*,47
CCC(=O)O[C@H]1CCC[C@H]2[C@@H]3CCC4=CC(=O)CC[C@]4(C)[C@H]3CC[C@]12C,95,96,103,105,102,109,97,114,90
COc1cc(-c2c(C#N)c(-c3ccc(C)cc3)nc3c2c(-c2ccccc2)nn3-c2ccccc2)ccc1O,103,104,104,105,103,97,109,110,104
CCN1C(=O)N(CC)C2Nn3c(s/c(=C\c4cnc(C)n4C)c3=O)=NC21 (configuration not stated),102,96,89,92,102,106,101,97,92
C(=Nc1cnc2ccccc2c1)c1ccnc2ccccc12,94,97,85,94,76,115,111,89,109
CC(=O)N1c2ccccc2CC1c1c[nH]c2ccccc12 (configuration not stated),87,103,92,90,89,105,90,92,73
O=c1[nH]c2c(c(=O)[nH]1)CCCCCC2,105,103,103,.,109,88,110,109,98
COc1ccc(NC(=O)CSc2nc3ccccc3c(=O)n2C)cc1,95,99,95,98,101,101,106,100,93
CC(C(=O)C(C)(C)C)C(=O)C(C)(C)C,99,112,100,107,92,121,107,118,105
Cc1c(Cc2ccccc2)c(=O)oc2cc(O)ccc12,91,101,103,86,96,96,99,98,98
COc1ccc(-c2c(NC(=O)Nc3ccc(Br)cc3)cnn2-c2ccc(S(N)(=O)=O)cc2)cc1,85,99,99,90,92,101,108,92,88
CCN(CC)c1ccc(C(=N)c2ccc(N(CC)CC)cc2)cc1,.,4.2*,-69*,.,-8.6*,.,-55*,-38*,3.1*
O=C1CN(CO)C(=O)CN1CO,100,101,115,105,100,114,101,113,95
NC(=S)CNC(=O)c1ccccc1,108,93,97,108,99,110,106,114,95
N#CC(c1ccccc1)C1CCN(Cc2ccccc2)CC1 (configuration not stated),102,115,108,104,103,114,119,112,98
COc1ccc2nc3cc(Cl)ccc3c(Nc3ccc([N+](=O)[O-])cc3)c2c1,78,.,103,91,85,89,86,84,58

# Random excerpt: six records from the list, in no set order.
SMILES,U251,SNB-19,SF-539,SF-268,OVCAR-8,DU-145,SF-295,OVCAR-3,PC-3
CN(C)NCC(O)COc1ccc(Cl)cc1 (configuration not stated),.,99,108,100,106,100,108,99,103
CCN1C(=O)N(CC)C2Nn3c(s/c(=C\c4cnc(C)n4C)c3=O)=NC21 (configuration not stated),102,96,89,92,102,106,101,97,92
O=c1[nH]c2c(c(=O)[nH]1)CCCCCC2,105,103,103,.,109,88,110,109,98
CCC(=O)O[C@H]1CCC[C@H]2[C@@H]3CCC4=CC(=O)CC[C@]4(C)[C@H]3CC[C@]12C,95,96,103,105,102,109,97,114,90
O=C1CN(CO)C(=O)CN1CO,100,101,115,105,100,114,101,113,95
COc1ccc(NC(=O)CSc2nc3ccccc3c(=O)n2C)cc1,95,99,95,98,101,101,106,100,93

# For reference, some entries already given.
SMILES,U251,SNB-19,SF-539,SF-268,OVCAR-8,DU-145,SF-295,OVCAR-3,PC-3
O=C1CN(CO)C(=O)CN1CO,100,101,115,105,100,114,101,113,95
NC(=S)CNC(=O)c1ccccc1,108,93,97,108,99,110,106,114,95
N#CC(c1ccccc1)C1CCN(Cc2ccccc2)CC1 (configuration not stated),102,115,108,104,103,114,119,112,98
COc1ccc2nc3cc(Cl)ccc3c(Nc3ccc([N+](=O)[O-])cc3)c2c1,78,.,103,91,85,89,86,84,58

# Carrying on:
SMILES,U251,SNB-19,SF-539,SF-268,OVCAR-8,DU-145,SF-295,OVCAR-3,PC-3
CS(=O)(=O)Nc1ccc(C(=O)N=Nc2c(O)[nH]c3ccc(F)cc23)cc1,101,96,92,91,104,104,99,120,101
Cc1ccc(/C=C2\S/C(=N/c3nccs3)N(C)C2=O)cc1,91,87,78,90,91,92,82,109,84
COc1ccc(-c2nn(-c3ccccc3)cc2/C=C/C(=O)NNC(=O)Nc2ccc(C)cc2)cc1,94,89,101,102,98,108,99,107,90
COc1cc(NC(=O)c2ccccc2-c2ccccc2)c(C(N)=O)cc1OC,102,99,102,92,100,111,103,108,94
COC(=O)C1=NN(c2ccccc2)C2C3N(c4ccccc4)N=C(C(=O)OC)N3c3ccccc3N12 (configuration not stated),96,106,116,101,99,126,91,100,87
Cc1nn(-c2ccc(Cl)cc2)c2nc(CN3CCN(c4cc5c(cc4F)c(=O)c(C(=O)O)cn5C4CC4)CC3)[nH]c(=O)c12,66,79,46,69,68,82,44,65,53
COC(=O)[C@@]1(/C=C/c2ccccc2)C(=O)N(c2ccc(OC)cc2)[C@@]1(C(=O)OC)c1ccc(OC)cc1,84,84,106,90,95,98,97,93,61
OC(CCN1CCC2CCC(C2)C1)c1ccc(Br)cc1 (configuration not stated),110,109,104,114,103,115,106,111,89
CC1(C)CC[C@]2(C(=O)O)CC[C@]3(C)C(=CC[C@@H]4[C@@]5(C)C[C@@H](Cc6cn([C@@H]7O[C@H](CO)[C@@H](O)[C@H](O)[C@H]7O)nn6)[C@H](O)C(C)(C)[C@@H]5CC[C@]43C)[C@@H]2C1,92,97,101,103,99,112,99,104,93
Cc1[nH]c(C(=O)Nc2ccccc2OCc2cccc(C(=O)N3CCC[C@@H](N)C3)c2)c(Cl)c1Cl,-84*,-84*,-89*,-67*,-45*,-89*,-92*,-87*,-89*
COCC(O)Cn1ccnc1N=Nc1ccccc1 (configuration not stated),.,112,97,114,109,116,90,114,98
N#Cc1c(NC(=O)c2ccc(Cl)cc2)n[nH]c1Nc1ccccc1,109,102,99,91,103,114,78,105,106
CCOC(OCC)c1ccccc1,104,98,.,105,105,106,105,110,95
C(CCN1CCOCC1)CN1CCOCC1,.,101,104,115,101,110,80,110,92
Clc1cccc(Nc2ncnc3nc[nH]c23)c1,94,92,99,96,100,74,103,94,92
O=[N+]([O-])c1ccco1,101,101,99,113,104,108,108,107,103
COC(=O)c1cncn1Cc1ccccc1,103,98,115,109,102,121,108,133,84
BrCCCc1n(Cc2ccc3ccccc3c2)c2ccccc2[n+]1Cc1ccc2ccccc2c1,-92*,-33*,-75*,-75*,-69*,-62*,-91*,-71*,-69*
O=C(N/N=C1\SCC(=O)N1c1ccccc1)c1cc(-c2cc3ccccc3o2)nn1-c1ccccc1,103,104,104,103,107,109,104,.,87
COc1ccc(C(O)c2cnc(C)n2Cc2ccccc2)cc1 (configuration not stated),98,98,100,103,94,113,89,111,95
COc1ccc(Cn2cc(C(=O)N=Nc3c(O)[nH]c4c(C)cccc34)nn2)cc1,108,98,80,87,68,60,111,47,61
CNNC(=O)c1ccncc1,105,97,121,94,106,108,110,111,95
CN(C)c1ncnc2nc(Cl)[nH]c12,100,103,102,99,104,109,104,109,84
O=C1/C(=C\c2cn(CC(O)CN3CCCCC3)c3ccccc23)c2ccccc2N1c1c(Cl)cccc1Cl (configuration not stated),-94*,-71*,-82*,-77*,-87*,-100*,-83*,-100*,-89*
O=S(=O)(NCCCNc1nccc(-c2c(-c3ccc(F)cc3)nc3sccn23)n1)c1ccc(F)cc1,36,93,78,45,18,45,25,55,32
COc1nc2ccccc2nc1NN,99,96,97,99,100,109,100,109,98
COc1ccc(Cn2cc(C#N)c(N)c2C(C)=O)c(OC)c1,105,105,96,103,104,107,109,105,98
C=C1C(=O)O[C@H]2[C@H]1CC/C(COC(=O)NCc1ccc(Cn3c(=O)sn(-c4ccc(Cl)cc4)c3=O)cc1)=C\CC[C@@]1(C)O[C@@H]21,90,92,91,84,84,18,99,.,76
CC12CCC3C4CCC(=O)C=C4CC(F)CC3C1CCC2O (configuration not stated),103,106,110,98,101,108,98,104,86
CC1=CC(=O)C(C(C)=Nc2cccc(Cl)c2)C(=O)O1 (configuration not stated),107,103,95,96,114,110,122,108,87
CCOC(=O)c1nn(C2CCCCO2)c2ccc(NC(=O)CSc3nnc(N)s3)cc12 (configuration not stated),97,100,97,98,101,108,101,111,108
CN(C)CC(=O)c1ccc2cc(Br)c3ccccc3c2c1,53,70,79,78,58,78,83,86,57
C=CCSc1nnc(-c2ccc(-c3nc4ccc(C)cc4[nH]3)cc2)o1,103,103,106,112,108,104,111,116,98
COc1cc2c(c(OC)c1O)C(=O)CO2,110,97,100,114,98,127,126,.,111
O=C(O)c1cc(Br)c(O)cc1O,107,104,108,105,100,118,98,114,91
C/C(=N/N=C(N)N)c1ccc(Cl)cc1,89,93,100,101,110,106,.,110,42
CCOC(=O)c1c(N2CCCC2)[nH]c(=O)c(C=Nc2ccc(Cl)cc2)c1O,87,103,105,116,92,132,100,118,100
NC1=NC(c2ccc(Sc3ccc(Cl)cc3)cc2)n2c(nc3ccccc32)N1 (configuration not stated),47,89,79,60,92,107,93,38,73
NS(=O)(=O)c1ccc(CCN2C(=O)/C(=C\c3ccc(Cl)cc3)C=C2c2ccccc2)cc1,90,108,98,82,73,90,83,80,51
O=c1oc2cc(OS(=O)(=O)c3ccccc3)ccc2c2c1CCCCCC2,68,81,65,110,76,89,88,94,67

# Next section (3 carried over from the part before).
SMILES,U251,SNB-19,SF-539,SF-268,OVCAR-8,DU-145,SF-295,OVCAR-3,PC-3
NC1=NC(c2ccc(Sc3ccc(Cl)cc3)cc2)n2c(nc3ccccc32)N1 (configuration not stated),47,89,79,60,92,107,93,38,73
NS(=O)(=O)c1ccc(CCN2C(=O)/C(=C\c3ccc(Cl)cc3)C=C2c2ccccc2)cc1,90,108,98,82,73,90,83,80,51
O=c1oc2cc(OS(=O)(=O)c3ccccc3)ccc2c2c1CCCCCC2,68,81,65,110,76,89,88,94,67
Cc1cc(Cl)c(C)c(C)c1O,109,110,106,107,112,107,98,112,113
O=S(=O)(CBr)c1ccccc1,104,106,110,119,104,111,106,114,104
COC(=O)C(CCC(=O)O)N1C(=O)c2ccccc2C1=O (configuration not stated),99,106,99,101,106,107,101,108,98
CC(=O)c1ccc2c(ccc3ccccc32)c1,92,99,98,104,95,111,99,115,104
COc1ccc(C(=O)CSc2nc(Nc3cccc(S(N)(=O)=O)c3)c3ccccc3n2)cc1,104,101,105,104,104,106,104,105,98
CN(C)c1ccc(-c2ccc(-c3ccc(C(=N)N)cc3)s2)cc1,-87*,-70*,90,83,58,-88*,102,-85*,-92*

# Screening data from PubChem BioAssay.
